Compound activity as filed in PubChem BioAssay.
CHO-K1 Ca PAM: M1 PAM counterscreen hit in parental CHO-K1 cells. ATP EC20, Fluo-8 calcium fluorescence; 0% at ATP EC20, 100% at ATP max. activation, % at 3 µM. hit rate 0.02% among 360,000;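 active = activation above the run cutoff, the mean activation of all test compounds plus 3 SD, cut at about 40% in these data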;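 note: peak over basal fluorescence ratio in a 140 s read after ATP addition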
M1 ag: agonists of human M1 muscarinic receptor | CHO-K1 hM1, Fluo-8 calcium fluorescence, agonist mode; 0% DMSO, 100% acetylcholine EC100 | hit rate 0.33% among 360,000 | activation, % at 3 µM | P11229;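 active = activation above the run's mean compound activation plus 3 SD, cut at about 16% in these data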;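 note: peak over basal fluorescence ratio within a 140 s kinetic read after compound addition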
OXTR potentiator: potentiators of human oxytocin receptor | hit rate 0.061% among 320,000 | activation, % at 3 µM | P30559 | CHO-OTR cells, Fluo-8 calcium fluorescence, potentiator mode; 0% = oxytocin EC15, 100% = EC100;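 active = activation above that plate's cutoff, the mean activation of tested compounds plus 3 SD, cut at about 6.6% in these data, passing the limit was not always enough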;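 note: 100% uses oxytocin at 75 nM as the full agonist control; some results filed as inactive read as strong as hits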
Target sequence (P30559 whole entry, looked up): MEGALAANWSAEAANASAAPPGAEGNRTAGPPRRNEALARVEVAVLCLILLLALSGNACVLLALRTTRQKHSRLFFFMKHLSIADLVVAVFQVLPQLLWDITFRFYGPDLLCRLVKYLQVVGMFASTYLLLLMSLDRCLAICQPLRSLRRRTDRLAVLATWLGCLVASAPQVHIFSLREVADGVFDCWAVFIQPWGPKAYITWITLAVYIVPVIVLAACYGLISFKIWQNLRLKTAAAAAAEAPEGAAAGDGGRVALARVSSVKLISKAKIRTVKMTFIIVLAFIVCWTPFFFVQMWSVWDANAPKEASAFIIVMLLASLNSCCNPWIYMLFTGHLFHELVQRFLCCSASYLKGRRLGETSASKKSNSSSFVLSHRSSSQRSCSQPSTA
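Dosing: Single dose, 3.0 µM nominal final compound concentration | Material: Human OTR in CHO cells | Technique: Kinetic Fluo-8 calcium fluorescence | Benchmarks: EC15 oxytocin alone as 0%, 75 nM oxytocin as 100% | Probe or stimulus: Oxytocin at about EC15, sub-maximal agonist stimulus | Incubation: Compound 6 min at room temperature before oxytocin, 100 s read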
TAAR1 antag: antagonists of human TAAR1 | Q96RJ0 | CHO RD-HGA16 TAAR1, Fluo-8 calcium fluorescence, antagonist | inhibition, % at 3 µM | hit rate 1.5% among 360,000;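 active = inhibition above a per-plate cutoff, the mean inhibition of test compounds on that plate plus 3 SD, cut at about 49% in these data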;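 note: 0% = DMSO plus EC80 beta-PEA response and 100% = DMSO alone without agonist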
Target sequence (Q96RJ0 whole entry, looked up): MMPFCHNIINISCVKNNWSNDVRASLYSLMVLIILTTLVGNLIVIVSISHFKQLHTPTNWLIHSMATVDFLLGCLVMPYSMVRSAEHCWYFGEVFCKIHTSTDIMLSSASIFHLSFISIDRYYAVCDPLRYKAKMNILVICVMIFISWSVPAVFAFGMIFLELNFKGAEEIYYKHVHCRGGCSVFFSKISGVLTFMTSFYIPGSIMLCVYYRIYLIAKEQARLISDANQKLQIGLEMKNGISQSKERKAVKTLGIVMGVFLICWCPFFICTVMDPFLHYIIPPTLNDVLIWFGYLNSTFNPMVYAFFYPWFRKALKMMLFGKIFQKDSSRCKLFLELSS
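Test system – hTAAR1-expressing CHO RD-HGA16 cells, Gα16-coupled · Reagent – β-PEA at EC80 concentration, post-compound challenge · Compound dosing – 3 µM, single point · Timing – 140 s kinetic read after compound, 140 s after agonist · Detection – Fluo-8 intracellular calcium dye fluorescence, real-time kinetic reads · Control set – DMSO and EC80 PEA controls · Repeats – n of 1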
V1aR counter: activates human V1a receptor in oxytocin agonist counter-screen; CHO-V1R cells, Fluo-8 calcium fluorescence, agonist mode; 0% DMSO, 100% 3 nM vasopressin; AID 2797; activation, % at 3 µM; P37288; hit rate 0.25% among 320,000;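 active = activation above the mean activation of all tested compounds plus 3 SD, per screening run, cut at about 20% in these data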;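 note: signal is peak over basal fluorescence ratio across a 100 second FLIPR read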
CHO parental Ca: signal in parental CHO cells, OX1R antagonist counter-screen | AID 463079 | inhibition, % at 5.6 µM | hit rate 0.63% among 330,000 | parental CHO-K1, ATP-induced calcium, Fluo-8 fluorescence;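 active = inhibition above that plate's mean sample inhibition plus 3 SD, cut at about 26% in these data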;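 note: 0% = ATP-challenged DMSO wells and 100% = DMSO wells without ATP; some compounds past the cut are filed as inactive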
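Assay system – parental CHO cells · Reagent – ATP stimulus · Detection – intracellular calcium via Fluo-8 no-wash fluorescent dye · Evaluation – percent inhibition of ATP-evoked calcium rise, normalized to controls · Controls – ATP wells versus no-ATP DMSO wells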
M1 ag parental: counter-screen for M1 agonists: effect in parental CHO-K1 cells | activation, % at 3 µM | Fluo-8 calcium fluorescence; scaled to maximal ATP response, vehicle zero | hit rate 0.48% among 360,000; in the data active = activation above about 15%;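 note: untransfected CHO-K1 host cells lacking M1 receptor as counterscreen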
TAAR1 agonist: human TAAR1 agonism; AID 624467; activation, % at 3 µM; hit rate 0.99% among 360,000; CHO RD-HGA16 TAAR1, Fluo-8 calcium fluorescence; vehicle wells 0%, saturating PEA agonist 100%; Q96RJ0;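 active = activation above the mean activation of all test compounds in the run plus 3 SD, cut at about 38% in these data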
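System: CHO-derived RD-HGA16 cells with stable Gα16 and human TAAR1 / Times: 17-24 h plating, Fluo-8 75 min 37 °C, 30 min RT / Technique: calcium-sensitive Fluo-8 signal, excitation 470-495, emission 515-575 nm / Measure: % activation relative to PEA EC100 response / Benchmarks: DMSO and PEA EC100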
CHO-K1 Ca antag: counter-screen for M1 antagonists: effect in parental CHO-K1 cells | inhibition, % at 3 µM | ATP-induced calcium, Fluo-8 fluorescence | AID 602250 | hit rate 0.6% among 360,000;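 active = inhibition above a per-plate cutoff, the plate's mean sample inhibition plus 3 SD, cut at about 24% in these data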;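 note: 0% = DMSO plus EC80 ATP and 100% = DMSO alone without ATP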
* = called active by the depositor; / = not tested or not shown.

SMILES | CHO-K1 Ca PAM | M1 ag | OXTR potentiator | TAAR1 antag | V1aR counter | CHO parental Ca | M1 ag parental | TAAR1 agonist | CHO-K1 Ca antag
O=[N+]([O-])c1cc(S(=O)(=O)C(F)(F)F)ccc1N1CCN(c2ccccc2)CC1 | 17 | -7 | -8 | 11 | -0.1 | -7 | 1.9 | 1 | -7
COc1cccc(/C=C2\Sc3ccc(C(=O)NCc4cccnc4)cc3N(C)C2=O)c1 | -7 | -6 | -6 | 21 | 4.6 | -21 | 2.5 | 2 | -8
CCOc1ncccc1C(=O)OCC(=O)N(CC)c1ccccc1 | 3 | -4 | 0 | 3 | -0.3 | -18 | 4.8 | 3 | -3
CN(Cc1ccccc1)C(=O)CN1C(=O)c2ccccc2C1=O | 17 | -4 | -13 | -3 | -1.0 | -2 | 1.6 | 2 | -7
COc1ccc(NC(=O)CN(C)S(=O)(=O)c2cccs2)cc1 | 15 | -2 | -8 | -16 | 0.2 | -5 | 1.1 | 8 | -4
Cc1ccc(S(=O)(=O)NNC2=NS(=O)(=O)c3ccccc32)c(C)c1 | 18 | -8 | -11 | -9 | 0.2 | 6 | 1.1 | 0 | -2
CC(NCC1(N2CCOCC2)CCCCC1)C(=O)N1CCc2ccccc21 (configuration not stated) | 6 | -3 | -2 | -9 | -0.3 | -21 | -0.2 | 2 | -14
CCN(C[C@H]1N[C@@](C)(C(=O)OC)[C@H]2C(=O)N(C)C(=O)[C@@H]12)S(=O)(=O)c1ccc(OC(F)(F)F)cc1 | 13 | -4 | 1 | -2 | 0.9 | -20 | 0.3 | 5 | -22
CN(C)C(CNC(=O)c1sc2ccccc2c1Cl)c1ccco1 (configuration not stated) | 23 | -9 | / | -12 | / | / | 1.6 | 2 | -16
CC(C)n1c(SCc2cc(=O)[nH]c3ccccc23)nc2c1c(=O)n(C)c(=O)n2C | 12 | -5 | 2 | 3 | 1.2 | -15 | 0.2 | 1 | -5
CC(=O)NC(=S)Nc1ccc2oc(-c3cc(F)c(F)cc3Cl)nc2c1 | -5 | -4 | -10 | -3 | -0.1 | -5 | 0.8 | 0 | 2
CC(C)c1c(C(=O)N/N=C/c2cccnc2)nnn1-c1nonc1N | 19 | 1 | -10 | 19 | 0.5 | -5 | 3.0 | 4 | -1
CCCN=CC1=C(O)CC(c2ccccc2)CC1=O (configuration not stated) | 17 | -5 | -4 | -3 | -0.7 | -1 | 0.8 | 8 | -17
CCC(C)(C(=O)NC1CCCC1)N(C(C)=O)c1ccc(C)cc1 (configuration not stated) | 10 | -2 | -1 | 13 | -0.3 | 3 | -0.1 | 1 | -17
COC(=O)c1cc(CC(=O)c2ccc(O)cc2O)c(C)o1 | 8 | 3 | -4 | -18 | 1.8 | 7 | 0.7 | 4 | -11
CCOc1ccc(C=NCC(O)c2ccccc2)cc1 (configuration not stated) | -12 | -1 | 0 | 76* | -0.2 | -8 | 0.3 | 94* | 13
CC(c1ccon1)N(C)C(=O)c1cccc(OC2CCN(S(C)(=O)=O)CC2)c1 (configuration not stated) | -5 | -1 | / | -14 | / | / | 1.2 | 3 | -1
COc1ccc(Cl)c(OC)c1C(=O)NC(=O)Nc1nc(C)nc(C)n1 | -18 | 1 | -4 | -17 | 0.2 | 0 | 0.2 | 0 | 10
CSc1nc(Sc2ccccc2Cl)c2ccccc2n1 | 3 | 0 | -4 | 20 | 1.4 | -9 | 0.0 | 5 | -7
CCn1nnc(NC(=O)C(C)Oc2ccc(Cl)cc2Cl)n1 (configuration not stated) | 5 | -6 | 2 | 0 | -0.5 | -1 | 0.2 | 6 | 12
CCOC1=C2CN(S(=O)(=O)c3ccc(C)cc3)[C@H](c3cccc4ccccc34)C[C@H]2C(C#N)(C#N)C(C#N)(C#N)C1 | 24 | -6 | / | / | / | / | 2.0 | / | 2
O=C(COC(=O)C(O)C(O)C(=O)OCC(=O)c1ccc(C(F)(F)F)cc1)c1ccc(C(F)(F)F)cc1 (configuration not stated) | 0 | -1 | -8 | 7 | 4.2 | 1 | 5.3 | 2 | 4
CCN(CC)S(=O)(=O)c1ccc(C(=O)NCc2cccs2)cc1 | 0 | -3 | -1 | 9 | -0.1 | -8 | 0.3 | 1 | -1
COc1cc([N+](=O)[O-])cc(/C=N/NC(=O)Cn2nccc2C)c1O | 10 | -2 | -2 | 8 | -0.7 | 0 | -0.2 | -1 | -10
O=C(COC(=O)CC1CC2CCC1C2)Nc1cc([N+](=O)[O-])ccc1F (configuration not stated) | -4 | -3 | -11 | -12 | -0.7 | -2 | 0.8 | -1 | -16
CN(C)C1=NC[C@H](Cc2ccccc2)N1CCCC1CCCCC1 | 16 | -2 | -7 | 5 | 6.7 | 19 | 11 | 48* | -6
Cc1cccc(C(=O)Nc2ccc(O)cc2)c1 | -5 | -1 | -11 | -24 | 0.1 | -15 | 1.0 | 3 | 7
COc1ccc(CCNC(=O)CSc2nnc(-c3ccccc3)o2)cc1OC | -2 | -1 | 1 | -10 | -0.9 | -4 | 0.0 | 2 | -2
COc1ccccc1-n1c(CNC(=O)c2ccc(S(=O)(=O)N3CCOCC3)cc2)n[nH]c1=S | 5 | -2 | -5 | 9 | 0.5 | 2 | -0.3 | 6 | -13
CC(C)N1C(=O)CC(Nc2cccc3cccc(N)c23)C1=O (configuration not stated) | 14 | -1 | / | -4 | / | / | 1.6 | 6 | -4
COc1ccc(N2CCN(C(=O)c3cc(N4C(=O)C5C6CCC(C6)C5C4=O)ccc3Cl)CC2)cc1 (configuration not stated) | 17 | -7 | -6 | 6 | 11 | -19 | 8.4 | 12 | -6
COC(=O)c1cc(-n2cccc2)ccc1N1CCOCC1 | 0 | -2 | 0 | -17 | -1.1 | -3 | 1.0 | 0 | -12
N#Cc1c(-c2ccc(F)cc2)c(-c2ccc(F)cc2)nn(CCO)c1=O | 4 | -2 | / | -8 | / | / | 0.2 | 1 | -5
CCOC(=O)c1ccc(N(C(=O)CNC(=O)c2ccco2)C(C(=O)NCC2CCCO2)c2ccc(OC)c(OC)c2)cc1 (configuration not stated) | 9 | -2 | 5 | -6 | 1.5 | -4 | 1.1 | 1 | -15
Cc1ccc(NC(=O)C2CCC(CNC(=O)[C@@H]3Cc4ccccc4CN3)CC2)cc1 (some centres not stated) | 20 | -5 | -5 | -11 | 3.0 | -33 | -0.3 | 5 | -4
COc1cc(CC(=O)OCC(=O)NCc2cccs2)cc(OC)c1OC | -7 | -3 | 1 | -28 | 0.7 | -10 | 0.1 | 0 | -3
COC(C[C@H]1O[C@@H]1[C@H](O)COCc1ccccc1)OC | 4 | -2 | -2 | -1 | -0.1 | -4 | -0.3 | 8 | 5
O=C(CSc1nc2nn(-c3ccccc3)c(=O)c-2c2n1CCCCC2)Nc1ccc(F)c(F)c1 | 22 | -7 | -9 | 12 | 1.5 | -9 | 0.3 | -2 | -19
COc1ccccc1NC(=O)COC(=O)c1cnccn1 | -7 | 0 | -7 | -8 | -0.5 | -1 | -0.2 | 17 | 18
COC(=O)c1cc2occc2n1Cc1nc(-c2ccc(Cl)cc2)oc1C | 8 | -6 | -10 | -32 | -0.7 | -18 | 0.2 | 1 | 10
CC(C)C[C@H]1CN(CCCC[C@H]2CNC(=O)C(=O)N2Cc2ccccc2)C(=O)C(=O)N1CCc1ccccc1 | 10 | / | / | -15 | / | / | 0.6 | 4 | -7
CCOc1ccc(S(=O)(=O)Nc2ccc(C(=O)N3CCCC3)cc2)cc1 | -26 | 2 | -9 | -20 | 3.2 | -10 | 1.3 | 9 | -4
COc1cccc(Oc2ccc(C(F)(F)F)cc2NC(=O)CN2C(=O)NC3(CCCC3)C2=O)c1 | 13 | -2 | -7 | -15 | 1.2 | 3 | -0.5 | 5 | -22
COc1ccc(N2C(=O)CSC2c2ccccc2)cc1 (configuration not stated) | -6 | -9 | -4 | -2 | 0.4 | -10 | 1.3 | 1 | -12
O=C(CN1C(=O)COc2ccc(S(=O)(=O)N3CCOCC3)cc21)NCc1ccccn1 | 23 | -1 | 2 | -15 | 0.9 | -8 | 0.3 | 2 | -16
COc1cc2ncnc(NCCCN3CCOCC3)c2cc1OC | -13 | -3 | -1 | -5 | -0.8 | -8 | 0.2 | 6 | 3
Cc1oc(C(=O)O)cc1CSCc1ccoc1C(=O)O | 12 | -4 | -12 | 16 | 0.3 | -1 | 0.2 | 1 | -3
CS(=O)(=O)NCCOc1ccc(S(=O)(=O)N2CCCc3ccccc32)cc1 | 7 | -7 | -10 | 5 | 12 | 10 | 3.0 | 4 | -2
COc1cccc2c(Nc3ccccc3C)cc(C)nc12 | -15 | -9 | 7 | 4 | -0.5 | -20 | 0.0 | -1 | 3
CCNC(=O)N1CCOCC1 | -4 | 0 | -9 | -3 | 0.1 | -7 | -0.3 | -1 | -7
More results
SMILES | CHO-K1 Ca PAM | M1 ag | OXTR potentiator | TAAR1 antag | V1aR counter | CHO parental Ca | M1 ag parental | TAAR1 agonist | CHO-K1 Ca antag
O=C(CN1CCN(S(=O)(=O)c2ccc(F)cc2)CC1)Nc1ccc(Cl)c(C(F)(F)F)c1 | 5 | 4 | -22 | 11 | 13 | 32 | 4.9 | 14 | -4
CCOC(=O)c1sc2nc(NC(=O)COc3ccccc3)sc2c1C | 16 | 1 | -4 | -19 | 1.0 | -15 | 4.0 | 1 | -3
COc1ccc(NC(=O)CN(C)C(=O)c2ccc(-c3ccccc3Cl)o2)cc1 | 17 | -4 | -4 | -15 | -0.3 | -8 | 1.3 | 4 | -11
COc1ccc(C(O)Cn2ccsc2=NC(C)=O)cc1 (configuration not stated) | 7 | -3 | -11 | -9 | -0.1 | -5 | 1.3 | -4 | -17
O=C(c1ccccc1)N1CCN(S(=O)(=O)c2cccs2)CC1 | -10 | -1 | -2 | -2 | -0.2 | -2 | 0.7 | 2 | -5

Compound profiles (already shown). Values in the order: CHO-K1 Ca PAM | M1 ag | OXTR potentiator | TAAR1 antag | V1aR counter | CHO parental Ca | M1 ag parental | TAAR1 agonist | CHO-K1 Ca antag
COc1ccc(NC(=O)CN(C)C(=O)c2ccc(-c3ccccc3Cl)o2)cc1 in the list: 17 | -4 | -4 | -15 | -0.3 | -8 | 1.3 | 4 | -11
O=C(c1ccccc1)N1CCN(S(=O)(=O)c2cccs2)CC1 in the list: -10 | -1 | -2 | -2 | -0.2 | -2 | 0.7 | 2 | -5
CCNC(=O)N1CCOCC1 in the list: -4 | 0 | -9 | -3 | 0.1 | -7 | -0.3 | -1 | -7
COc1cc(CC(=O)OCC(=O)NCc2cccs2)cc(OC)c1OC in the list: -7 | -3 | 1 | -28 | 0.7 | -10 | 0.1 | 0 | -3
